# Source: PubChem
# NPY-Y2 antag – blocks the human neuropeptide Y Y2 receptor | NPY-Y2 expressing cells, antagonist mode | inhibition, % at 2.7 µM | P49146 | 140,000 compounds, 0.99% hits; in the data active = inhibition above about 17%;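 also: 0% = vehicle with agonist challenge and 100% = reference antagonist with challenge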
# Target sequence (P49146 whole entry, looked up): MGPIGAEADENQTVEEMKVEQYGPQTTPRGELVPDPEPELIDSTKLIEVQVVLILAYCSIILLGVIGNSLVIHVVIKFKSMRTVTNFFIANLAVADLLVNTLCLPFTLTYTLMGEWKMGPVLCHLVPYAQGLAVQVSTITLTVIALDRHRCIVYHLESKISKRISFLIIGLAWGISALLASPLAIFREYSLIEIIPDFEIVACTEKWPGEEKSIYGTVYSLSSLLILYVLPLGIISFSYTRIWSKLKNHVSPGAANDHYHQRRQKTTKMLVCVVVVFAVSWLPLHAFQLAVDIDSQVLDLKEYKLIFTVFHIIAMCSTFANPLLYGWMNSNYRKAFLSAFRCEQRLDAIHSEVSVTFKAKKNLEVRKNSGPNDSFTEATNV
# HCT116 bCat-KO – beta-catenin-lacking colon tumor cell growth suppression; HCT116 beta-catenin knockout viability, CellTiter-Glo, 60 h; hits give low values; viability, % at 10 µM; 140,000 compounds, 1.5% hits; AID 818;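 active = viability at or under a set limit, the compound median less 4 SD, cut at about 6% in these data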;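 also: 0% = Hyamine 1622 control at 20 µM and 100% = untreated cell control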
# MRP1 act – activators of MRP-1. H69AR cells + doxorubicin, viability rescue, CellTiter-Glo. viability increase, % at 10 µM. 140,000 compounds, 0.61% hits;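 active = viability gain under doxorubicin at or above a set limit, the compound median plus 3 SD, cut at about 4.7% in these data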;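 also: MRP-1 overexpressing cells given doxorubicin 25 µM after compound pretreatment; 18-22 h compound pretreatment then 72 h with doxorubicin before readout; 0% = doxorubicin-only wells and 100% = vehicle-treated cells without doxorubicin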
# E-sel TNF inh – TNF alpha driven E-selectin expression inhibition. HUVEC TNFa-induced E-selectin immunofluorescence, high content. inhibition, % at 2 µM. 120,000 compounds, 0.71% hits;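 active = inhibition above the batch mean plus 3 SD, and confirmed as a hit on visual image review, cut at about 43% in these data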;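 also: 0% = TNF-stimulated DMSO wells and 100% = unstimulated control wells; not every result past the cut was called active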
# Measles CPE – protection of cells from measles virus. Measles virus-infected cells, CPE protection, absorbance. protection (pct of control), % at 4 µM. 140,000 compounds, 1.5% hits. AID 841; in the data active = protection mostly above about 24%, no sharp cut-off; inactive = mostly below about 26%; also: some compounds called inactive have numbers as strong as hits
# BB579 growth dn – yeast BB579 growth reduction in restrictive medium | S. cerevisiae BB579 growth, OD615, 48 h | inhibition, % at 10 µM | 140,000 compounds, 0.51% hits | AID 804;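 active = inhibition above a set limit, 3 SD over the mean compound inhibition, cut at about 44% in these data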; also: inactives centre near -24
#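 test system = yeast BB579 (DeaD) | buffer or medium = restrictive CSMM-D medium | doses = single compound dose of 10 µM, 0.25% DMSO final | times = 4 h preincubation and 48 h exposure at 30 °C | technique = culture absorbance at 615 nm | benchmarks = amphotericin B 10 µg/mL, positive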
# HCT116 PTEN-null – PTEN-deleted cell growth suppression; HCT116 PTEN-null viability, CellTiter-Glo, 60 h; hits give low values; viability, % at 10 µM; 140,000 compounds, 1.2% hits; AID 827;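 active = viability at or below a set limit, 4 SD under the median of all tested compounds, cut at about 3.7% in these data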;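 also: PTEN knockout HCT116 line with beta catenin targeted HCT116 as companion control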
# GALR2 blocker – blocks the human galanin receptor 2 | GALR2-expressing cells, antagonist mode | inhibition, % at 4 µM | 140,000 compounds, 0.39% hits | AID 828 | O43603; in the data active = inhibition above about 27%;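 also: cells stimulated with galanin 1-16 at roughly its EC80; 0% = agonist challenge control and 100% = basal control without agonist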
# Target sequence (O43603 whole entry, looked up): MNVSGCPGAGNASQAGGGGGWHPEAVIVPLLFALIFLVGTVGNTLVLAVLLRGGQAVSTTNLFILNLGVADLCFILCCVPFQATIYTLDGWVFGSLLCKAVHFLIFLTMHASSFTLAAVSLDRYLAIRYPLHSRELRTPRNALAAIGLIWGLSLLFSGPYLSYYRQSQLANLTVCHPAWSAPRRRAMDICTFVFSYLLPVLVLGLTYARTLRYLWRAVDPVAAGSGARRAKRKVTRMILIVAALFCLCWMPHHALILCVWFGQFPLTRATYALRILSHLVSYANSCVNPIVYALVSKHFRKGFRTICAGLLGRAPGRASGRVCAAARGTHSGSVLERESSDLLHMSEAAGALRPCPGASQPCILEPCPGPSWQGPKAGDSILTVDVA
# Yeast life ext – extends the lifespan of yeast; S. cerevisiae growth with nicotinamide, OD615; deaD strain in restrictive glucose medium; inhibition of the nicotinamide effect, % at 10 µM; 130,000 compounds, 0.68% hits;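 active = inhibition above a set limit, placed 3 SD over the median of all compounds, cut at about 26% in these data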;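 also: 0% = nicotinamide-treated wells and 100% = cells grown without nicotinamide; some compounds called inactive have numbers as strong as hits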
#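 System: DeaD-strain S. cerevisiae / Buffer or medium: CSMM-D, restrictive glucose (dextrose) synthetic minimal medium / Probe or stimulus: nicotinamide, 1.5 mM, co-present with compound / Compound: one concentration, 10 µM, DMSO 0.25% / Incubation: 48 h compound exposure at 30 °C, humidified / Technique: optical density (absorbance) at 615 nm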
# Phagocyt inh – blocks phagocytosis by macrophages; inhibition, % at 5 µM; AID 1029; 110,000 compounds, 0.07% hits; J774A.1 macrophage IgG-bead phagocytosis, imaging;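 active = inhibition above the mean of the plate negative controls plus 5 SD, cut at about 13% in these data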;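 also: phagocytic index as fraction of beads internalized from green versus red external bead signal; plate controls were DMSO negative control for no effect and cytochalasin-D positive control for full effect; some results beyond the cut were filed as inactive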
# Starred values were filed as active, the others as inactive; . = not tested or not shown.
# Below each SMILES: NPY-Y2 antag	HCT116 bCat-KO	MRP1 act	E-sel TNF inh	Measles CPE	BB579 growth dn	HCT116 PTEN-null	GALR2 blocker	Yeast life ext	Phagocyt inh
> Cc1cccc2cc(CN(CCCO)C(=O)Nc3ccc(Cl)cc3)c(=O)[nH]c12
  2	86	-3.9	4	14	-18	83	11	-4	.
> COc1cc(C(=O)Nc2cccc(-c3nncn3C)c2)cc(OC)c1OC
  0	102	-0.9	-14	6	-32	93	-4	-12	-1
> CSC1=C(C#N)C(C)C2=C(CC(C)(C)CC2=O)N1 (stereo unspecified)
  2	91	-1.7	10	5	-23	88	3	1	-1
> COc1cc(NS(=O)(=O)c2ccc(NC(=O)c3ccc(C)o3)cc2)nc(OC)n1
  -3	89	-1.0	4	3	-22	96	-11	-12	5
> Cc1n[nH]c(=O)nc1NCCc1ccccc1
  -1	96	0.6	17	37	-8	102	-2	-7	1
> CCCCC(=O)Nc1ccc(C(=O)N2CCCC(C(=O)OCC)C2)cc1 (stereo unspecified)
  6	100	-1.6	21	18	-37	100	-13	-12	-2
> Cc1nnc2sc(-c3cccc(NC(=O)c4cccnc4)c3)nn12
  2	91	-3.3	3	6	-31	99	-6	-6	-1
> O=C1/C(=C\c2ccc(Br)o2)Cc2ccccc21
  13	61	-3.2	.	12	-45	67	-3	-5	-2
> COc1ccc(CNC(=O)c2ccc(SC)cc2OC)cc1
  4	93	4.6	.	3	-27	94	7	-7	-8
> Cn1c(=O)c(C(=O)CCl)c(N)n(Cc2ccccc2)c1=O
  1	14	-4.3	.	4	-57	11	16	9	.
> Cc1cccc(CCNS(=O)(=O)c2ccc3c(c2)n(C)c(=O)c(=O)n3C)c1
  3	95	-3.1	.	19	2	110	8	-7	1
> COc1ccc(N2CCN(C(=O)COc3ccc(Cl)cc3Cl)CC2)cc1
  4	101	1.4	12	23	-47	94	-2	-6	-1
> CCN1CCCC1CN(Cc1cc2ccc(C)cc2[nH]c1=O)C(=S)Nc1ccc(OC)cc1 (stereo unspecified)
  6	91	3.5	.	13	-15	93	1	-1	-6
> O=C(c1cc(-c2ccc(Cl)cc2)n(-c2ccc(Cl)c(Cl)c2)n1)N1CCOCC1
  1	72	-3.0	.	1	18	76	-5	3	0
> COc1cc2[nH]c(=S)n(CCCN3CCOCC3)c(=O)c2cc1OC
  -3	89	-2.2	-27	14	-28	90	-6	-12	-1
> COc1ccccc1N1CCN(Cc2cccc(OC)c2OC)CC1
  5	69	-0.9	-70	17	-28	80	13	-10	-1
> CC(=O)N(CN1C(=O)CCC1=O)c1cccc(Cl)c1
  3	96	3.1	-18	8	-36	93	-3	-1	-8
> CC(=O)Nc1ccc(N(C)C)cc1[N+](=O)[O-]
  3	105	-1.3	-57	26	-35	111	1	-12	0
> CN1CCN(Cc2ccc(OCc3ccccc3)cc2)CC1
  5	89	-1.1	.	1	-37	95	-3	-6	0
> COc1cc2c(cc1OC)C1C/C(=N\O)C(CC(C)C)CN1CC2 (stereo unspecified)
  3	89	-2.6	-15	1	-24	80	-1	-18	.
> COc1ccc(C(=O)NC(NC(=O)c2ccc(OC)c(OC)c2)c2ccccc2F)cc1OC
  1	85	-2.2	-17	9	-10	109	-3	-1	2
> O=C(Nc1cccc(C(F)(F)F)c1)C(SCCO)c1ccccc1 (stereo unspecified)
  1	87	-2.5	.	3	-20	86	-6	0	-11
> COC(=O)c1cc(C(=O)Nc2nnc(CC(C)C)s2)cc([N+](=O)[O-])c1
  3	96	1.9	-4	20	-34	94	4	-7	.
> O=C(O)c1ccc(NC(=O)C2C3CCC(C3)C2C(=O)O)cc1 (stereo unspecified)
  6	86	-1.1	.	9	-1	98	6	-3	0
> C[C@]1(C(=O)NCCN2CCOCC2)C=C[C@@H](Cc2ccccc2)N1C(=O)c1ccccc1
  -2	81	-1.0	-8	12	4	91	6	5	.
> c1ccc(Cc2nc(-c3ccccn3)no2)cc1
  0	101	0.2	-6	7	-40	99	2	-9	0
> CCOc1ccc(-c2nnn(CC(=O)NCc3ccc4c(c3)OCO4)n2)cc1
  7	95	0.3	6	17	-40	90	8	.	.
> CCC1SC2=NCCN2C1(O)c1ccc(Cl)cc1 (stereo unspecified)
  8	59	-2.3	5	27	14	71	12	-7	-2
> COC(=O)CN1C(=O)C(O)(CC(=O)c2ccc(Cl)cc2)c2ccccc21 (stereo unspecified)
  2	89	-3.8	-7	6	-9	92	0	-3	-2
> COc1cc(C(=O)N2CCN(C(=O)COc3ccc4ccccc4c3)CC2)cc(OC)c1OC
  2	86	-1.3	20	27	-57	84	-6	-6	0

# More structures
Structure	NPY-Y2 antag	HCT116 bCat-KO	MRP1 act	E-sel TNF inh	Measles CPE	BB579 growth dn	HCT116 PTEN-null	GALR2 blocker	Yeast life ext	Phagocyt inh
CCCC(NS(=O)(=O)c1ccc(C)cc1)C(=O)O (stereo unspecified)	3	98	-1.4	46	39	-41	91	-5	-5	0
COc1cc(/C=C/C(=O)O)cc(S(=O)(=O)Nc2cccc(SC)c2)c1OC	-1	100	-1.8	.	6	-19	98	8	2	.
O=C(Nc1c(C(=O)N2CCCCC2)cnn1-c1ccccc1)c1ccccc1	1	89	-3.3	19	5	3	94	4	-8	0
CC1CC(=O)N(CC(=O)Nc2ccc3c(c2)OCO3)c2ccccc2S1 (stereo unspecified)	3	95	-1.4	-2	2	-34	90	0	5	2
CC1(C)CC(=O)C(C=NCc2ccccn2)=C(O)C1	1	92	0.0	.	3	-13	90	8	-1	0
CCOC(=O)c1cccc(NC(=O)CNC(=O)C2CCCCC2)c1	2	112	-1.8	-1	27	-30	99	5	-25	-2
O=C(NCCc1ccc2c(c1)OCCO2)c1ccccc1F	1	100	-1.0	-18	1	-19	90	5	4	-1
Clc1ccc(Nc2nc(C3CC3)cs2)cc1	-2	76	-3.3	3	2	-4	76	-11	-14	0
O=C1OCc2cc(NC(=O)C3CCCO3)ccc21 (stereo unspecified)	2	93	-1.9	7	15	-4	89	7	-5	2
CC(C)(C)C1=Nn2c(nnc2-c2n[nH]c3c2CCC3)SC1	-2	92	-0.7	1	7	-64	97	-19	0	0
O=C(Nc1ccccc1)N(O)c1ccc(Cl)cc1	1	90	-1.5	10	14	-11	98	0	-12	0
CC(C)OP(=O)(OC(C)C)C(O)c1ccc2c(c1)OCO2 (stereo unspecified)	3	91	-2.2	.	10	-42	98	-3	2	-4
CN1CC(c2ccccn2)C2(SC(=S)N(Cc3ccccc3)C2=O)C12C(=O)Nc1ccccc12 (stereo unspecified)	1	52	-4.6	-2	12	-5	47	10	25	-3
CCc1nc(SCC(=O)Nc2nc3c(s2)CCCC3)c2ccccc2n1	9	78	-4.3	5	7	-6	76	-5	-25	.
Cc1cc(C)c2cc3c(N)c(C(=O)N4CCc5ccccc5C4)sc3nc2c1	3	93	0.1	9	15	-36	97	8	-6	-1

# Going on with the list.
Structure	NPY-Y2 antag	HCT116 bCat-KO	MRP1 act	E-sel TNF inh	Measles CPE	BB579 growth dn	HCT116 PTEN-null	GALR2 blocker	Yeast life ext	Phagocyt inh
CCOc1ccc(C(=O)N2CCCC2)cc1	1	93	0.4	-14	22	-7	95	4	.	.
CCOc1ccc(NC(=O)CCC(=O)c2ccc(-c3ccccc3)cc2)cc1	1	95	-0.1	-5	9	-31	98	-3	3	.
CC(C)c1ccc(/C=C/C(=O)NC2=NCCS2)cc1	4	82	-2.3	27	5	-8	73	-14	-10	-3
Cc1cc([N+](=O)[O-])c2[nH]c(C(=O)N/N=C/c3ccccc3C(=O)O)c(-c3ccccc3)c2c1	-2	72	-3.0	.	14	-65	81	-7	-14	.
N#Cc1nc(-c2ccccc2)oc1NCc1ccco1	-1	94	-4.0	3	31	2	103	-5	-9	0
COc1ccc(-n2c(C)cc(C(=O)COC(=O)Cn3cnc4ccccc43)c2C)cc1	1	15	0.0	.	2	-69	29	18	3	-6
C=CCNC(=O)C1CC(=O)N(c2ccc(C)cc2)C1 (stereo unspecified)	2	91	-0.1	.	2	-6	94	2	-5	0
CCC/S(CC1CC1(Cl)Cl)=N\S(=O)(=O)c1ccc(C)cc1 (stereo unspecified)	-2	99	-0.6	10	1	-2	93	-1	-8	2
CCCn1c(-c2cc(OC)c(OC)c(OC)c2)nc2nc3ccccc3nc21	0	48	-4.0	-14	8	-19	49	-10	-22	.
Cc1[nH]nc2c1C(c1ccccc1F)NC2=O (stereo unspecified)	1	92	-2.4	.	11	-11	82	10	-4	0
COCc1nnc(NC(=O)c2ccc(S(=O)(=O)N(C)C3CCCCC3)cc2)o1	2	72	-4.1	.	18	-11	80	4	-5	4
CSc1nncc(-c2ccc(F)cc2)n1	2	107	1.8	-1	30	-29	103	-14	-14	0
COc1ccc(COC(=O)NNC(=O)c2ccc(OC)cc2)cc1	3	90	-2.0	7	19	-36	103	-2	.	.

# Shown field by field: entries from further up
COc1ccc(-n2c(C)cc(C(=O)COC(=O)Cn3cnc4ccccc43)c2C)cc1
  NPY-Y2 antag: 1; HCT116 bCat-KO: 15; MRP1 act: 0.0; E-sel TNF inh: .; Measles CPE: 2; BB579 growth dn: -69; HCT116 PTEN-null: 29; GALR2 blocker: 18; Yeast life ext: 3; Phagocyt inh: -6
C=CCNC(=O)C1CC(=O)N(c2ccc(C)cc2)C1 (stereo unspecified)
  NPY-Y2 antag: 2; HCT116 bCat-KO: 91; MRP1 act: -0.1; E-sel TNF inh: .; Measles CPE: 2; BB579 growth dn: -6; HCT116 PTEN-null: 94; GALR2 blocker: 2; Yeast life ext: -5; Phagocyt inh: 0
CCC/S(CC1CC1(Cl)Cl)=N\S(=O)(=O)c1ccc(C)cc1 (stereo unspecified)
  NPY-Y2 antag: -2; HCT116 bCat-KO: 99; MRP1 act: -0.6; E-sel TNF inh: 10; Measles CPE: 1; BB579 growth dn: -2; HCT116 PTEN-null: 93; GALR2 blocker: -1; Yeast life ext: -8; Phagocyt inh: 2
CCCn1c(-c2cc(OC)c(OC)c(OC)c2)nc2nc3ccccc3nc21
  NPY-Y2 antag: 0; HCT116 bCat-KO: 48; MRP1 act: -4.0; E-sel TNF inh: -14; Measles CPE: 8; BB579 growth dn: -19; HCT116 PTEN-null: 49; GALR2 blocker: -10; Yeast life ext: -22; Phagocyt inh: .
